ERAP1 inh: human ERAP1 aminopeptidase inhibitors, primary screen, biochemical, single point, plate reader; Endoplasmic reticulum aminopeptidase 1 (Homo sapiens), Q9NZ08; recombinant ERAP1, Leu-AMC fluorescence, 60 min; inhibition, % at 10.7 µM; 340,000 compounds, 0.15% hits;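 active means mean replicate inhibition of at least 30%, or all replicates individually reaching that 30% level; inactive means mean below 30% and not every replicate reaching it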;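 further: 0% = neutral control wells and 100% = L-leucinethiol positive control wells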
Target sequence (Q9NZ08 whole entry, looked up): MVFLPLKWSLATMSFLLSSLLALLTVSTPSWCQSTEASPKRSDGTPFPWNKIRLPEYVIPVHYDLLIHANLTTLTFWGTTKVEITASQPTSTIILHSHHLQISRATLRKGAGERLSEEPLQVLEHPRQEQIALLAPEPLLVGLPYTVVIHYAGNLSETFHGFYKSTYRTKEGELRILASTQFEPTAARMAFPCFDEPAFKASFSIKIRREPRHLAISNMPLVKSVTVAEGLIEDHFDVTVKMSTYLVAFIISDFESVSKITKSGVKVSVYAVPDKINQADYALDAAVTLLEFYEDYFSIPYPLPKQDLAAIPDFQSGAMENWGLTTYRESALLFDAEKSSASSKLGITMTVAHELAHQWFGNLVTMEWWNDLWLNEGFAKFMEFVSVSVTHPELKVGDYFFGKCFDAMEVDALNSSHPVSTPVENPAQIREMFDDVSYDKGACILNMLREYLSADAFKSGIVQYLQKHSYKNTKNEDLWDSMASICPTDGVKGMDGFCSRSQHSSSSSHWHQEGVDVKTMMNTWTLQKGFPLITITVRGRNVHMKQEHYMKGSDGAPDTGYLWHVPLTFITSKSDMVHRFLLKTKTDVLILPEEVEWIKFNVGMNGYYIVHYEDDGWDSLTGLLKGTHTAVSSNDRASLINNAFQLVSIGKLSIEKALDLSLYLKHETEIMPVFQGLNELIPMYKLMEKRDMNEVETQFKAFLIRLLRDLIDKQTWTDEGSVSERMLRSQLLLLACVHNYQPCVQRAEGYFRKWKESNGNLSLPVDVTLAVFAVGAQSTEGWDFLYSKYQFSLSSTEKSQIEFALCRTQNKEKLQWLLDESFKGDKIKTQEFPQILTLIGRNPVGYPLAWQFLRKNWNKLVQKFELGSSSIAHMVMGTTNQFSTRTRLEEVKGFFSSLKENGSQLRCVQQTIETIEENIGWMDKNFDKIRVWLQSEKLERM
PglD inh: C. jejuni PglD acetyltransferase inhibitors, primary screen, biochemical, DTNB colorimetric, single point | inhibition, % at 12.5 µM | purified PglD enzyme, DTNB colorimetric CoA detection | AID 602405, 2012 | 360,000 compounds, 0.098% hits; in the data active means inhibition above about 16%, passing the limit was not always enough; further: strong numbers were not always called active
FN deposit inh: inhibitors of fibronectin matrix deposition, primary screen, AH1F cells, Alexa488-fibronectin fluorescence, plate reader | 350,000 compounds, 0.086% hits | inhibition, % at 12.6 µM | AH1F fibroblasts, overnight;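 active means mean inhibition across replicates of 30% or more, regardless of how many single replicates reach that level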;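 further: positive control wells lacked labelled fibronectin entirely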
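test system = AH1F fibroblasts assembling fluorescent fibronectin matrix | quantity = 10000 AH1F cells per well | buffer or medium = DMEM plus 2% serum, read in PBS | doses = single dose, pinned | incubation = 1 h cell attachment, overnight exposure to compound and label | detection = fluorescence at 485 nm excitation, 525 nm emission | read-out basis = inhibition from reduced deposited-fibronectin fluorescence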
LGR2 antag: inhibitors of bursicon-induced LGR2 CRE-luciferase signal, primary screen, cell-based, HEK293, CRE-luciferase reporter, bursicon stimulation; inhibition, % at 9.99 µM; 380,000 compounds, 0.35% hits; Drosophila bursicon receptor LGR2 (rickets); bursicon-stimulated, 4 h; AID 720647, 2013;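 active means drop in luminescence signal, shown as inhibition above about 50% in the replicate tests, limit read from the data, passing the limit was not always enough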;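 further: agonist challenge used bursicon conditioned medium at about half maximal strength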
PGC1a acetyl inh: inhibitors of PGC1a acetylation signal, primary screen, cell-based, U2OS, AlphaScreen, inhibitor mode; AlphaScreen anti-acetyl-lysine; with virally co-expressed GCN5 acetyltransferase; inhibition, % at 15.6 µM; 350,000 compounds, 0.17% hits;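 active means every replicate shows inhibition of at least 40%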;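 further: 0% = neutral control wells and 100% = positive control wells; some results beyond the cut were filed as inactive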
EWS-Fli block: EWS/Fli-driven NR0B1 reporter inhibitors, primary screen, A673 cells, NR0B1 luciferase, luminescence, MLPCN library | inhibition, % at 12.6 µM | viability-normalised | 350,000 compounds, 0.67% hits;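 active means mean inhibition of at least 50% after viability correction, with every replicate also passing that limit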;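 further: firefly luciferase signal divided by Alamar Blue viability fluorescence both relative to DMSO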
S100A4 inh HTS: inhibitors of S100A4-myosin IIA peptide binding, primary screen, biochemical, fluorescence polarization, TAMRA-MyoIIA peptide | Protein S100-A4 (Homo sapiens), P26447 | inhibition, % at 10.7 µM | AID 652163, 2013 | 360,000 compounds, 0.14% hits;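 active means mean inhibition of at least 70% across replicates, with every replicate also reaching that level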
Target sequence (P26447 whole entry, looked up): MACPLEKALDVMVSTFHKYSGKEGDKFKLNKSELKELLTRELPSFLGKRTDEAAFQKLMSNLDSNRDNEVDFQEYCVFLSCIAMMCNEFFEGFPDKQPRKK
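System – human S100A4 monomer protein, biochemical binding assay · Buffer or medium – Calcium-containing HEPES buffer, pH 7.2 · Timing – 5 min between mix addition and reading · Also added – TAMRA-labelled myosin IIA heavy-chain peptide probe, 5 nM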
PAX8 inh HTS: inhibitors of PAX8-driven TPO luciferase reporter, primary screen, RMG-I cells, single concentration; inhibition, % at 12.6 µM; SteadyGlo, 24 h; 360,000 compounds, 1.2% hits; AID 652154, 2013;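 active means mean replicate inhibition at least 60% with every replicate also reaching 60%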;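 further: luciferase light reporting Pax8 driven TPO promoter activity; plate controls were median of neutral control wells for no effect and mitoxantrone controls for full effect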
Active calls of the source: *; · = no result given.

Results follow in this order: ERAP1 inh	PglD inh	FN deposit inh	LGR2 antag	PGC1a acetyl inh	EWS-Fli block	S100A4 inh HTS	PAX8 inh HTS
O=C(c1cn(-c2ccccc2)nc1-c1cccnc1)N1CCCC(C(F)(F)F)C1 (centres undefined)
    -2.6	4.3	-3.0	4.3	·	5.1	-3.2	3.2
Cc1cccc(C(C)C)c1NC(=O)COC(=O)Cc1ccsc1
    2.8	0.2	-0.2	-2.8	·	-9.5	0.8	-0.1
C[C@H](CO)N1C[C@H](C)[C@H](CN(C)Cc2ccc(C(=O)O)cc2)Oc2ccc(NC(=O)Cn3cnnn3)cc2CC1=O
    2.0	1.2	·	-11.8	6.1	-9.5	-15.3	·
COc1ccc(NC(=O)NCCCN2CCN(c3ccccc3F)CC2)cc1
    ·	6.9	7.5	-2.8	3.2	0.2	-9.1	-3.0
C/C(=N\NC(N)=S)C1C2C3CC4C5CC(C42)C1C53 (centres undefined)
    1.0	-0.7	-5.1	11.8	13.3	16.5	-4.8	26.9
COc1cc2c(cc1OC)CN(S(=O)(=O)/C=C/c1ccccc1)CC2
    0.0	5.8	-0.6	-14.2	-3.1	-0.4	-0.7	9.1
NC(=O)N/N=C/c1ccc2cccc(OCc3ccccc3)c2n1
    -3.6	-0.2	5.4	16.7	7.9	-6.5	-1.9	15.9
COc1ccc2nc3n(c(=O)c2c1)-c1cc2ccccc2cc1C(=O)NC3Cc1ccccc1 (centres undefined)
    ·	-3.1	·	9.0	·	29.7	-4.7	25.5
COCCCNC(=S)N/N=C/c1ccc2ccccc2c1
    8.2	·	-1.4	·	5.6	3.0	3.8	-1.5
Cc1cc(C)c(C(=O)COC(=O)[C@H](C)Nc2ccc(C(F)(F)F)cc2[N+](=O)[O-])c(C)c1
    ·	-6.1	6.7	·	7.4	·	·	15.2
CCOC(=O)N1CCN(CC(O)COc2ccc(C)c(C)c2)CC1 (centres undefined)
    -0.9	-0.4	-1.9	23.0	1.1	4.6	-4.1	20.1
C[C@@H]1CN([C@H](C)CO)C(=O)c2cc(NS(=O)(=O)c3cn(C)cn3)ccc2O[C@H]1CN(C)S(=O)(=O)c1ccc(F)cc1
    -1.4	3.0	-1.9	0.1	0.3	-2.2	-11.3	·
O=C(C1CCCC1)N1CC2(C1)[C@H](c1ccccc1)[C@@H](CO)N2Cc1ccccc1F
    1.8	·	12.6	-12.6	4.3	2.7	-3.5	·
C[C@@H]1CN([C@H](C)CO)C(=O)c2cc(NC(=O)Nc3ccccc3)ccc2O[C@H]1CN(C)S(=O)(=O)c1cn(C)cn1
    0.2	-2.3	·	-13.6	-2.4	-10.8	-0.1	·
Cc1nc(NC(=O)CCl)sc1C(=O)N(C)C
    2.6	·	8.6	7.2	·	22.5	-8.9	19.3
C[C@@H]1CN([C@H](C)CO)C(=O)Cc2cc(NS(=O)(=O)c3ccc(F)cc3)ccc2O[C@H]1CN(C)C(=O)Nc1cccc2ccccc12
    -4.4	-3.7	-5.5	2.2	7.6	-3.7	-2.8	3.5
CCc1ccccc1Oc1ccc(S(=O)(=O)N2CCN(C)CC2)cn1
    -0.8	3.2	-4.4	-10.4	-8.3	-49.5	-0.3	-56.9
CCOC(=O)[C@@H](NC(=O)/C=C/[C@H]1O[C@@H](n2ccc(=O)[nH]c2=O)[C@H](O)[C@@H]1O)C(C)C
    -0.2	1.7	·	7.8	11.2	-4.3	0.9	-6.6
O=C(O)c1ccc(C2Nc3ccccc3C(=O)N2Cc2ccccc2)cc1 (centres undefined)
    -2.4	-9.2	-1.6	-15.5	·	-10.6	5.9	-1.8
O=C(NCC[C@H]1CC[C@H](NS(=O)(=O)c2ccccc2)[C@H](CO)O1)c1cc(Cl)cc(Cl)c1
    -1.9	0.1	-13.5	-8.2	-4.7	6.4	-3.0	1.4

Two compounds drawn at random from the list so far:
Results follow in this order: ERAP1 inh	PglD inh	FN deposit inh	LGR2 antag	PGC1a acetyl inh	EWS-Fli block	S100A4 inh HTS	PAX8 inh HTS
COCCCNC(=S)N/N=C/c1ccc2ccccc2c1
    8.2	·	-1.4	·	5.6	3.0	3.8	-1.5
COc1ccc(NC(=O)NCCCN2CCN(c3ccccc3F)CC2)cc1
    ·	6.9	7.5	-2.8	3.2	0.2	-9.1	-3.0

Next section:
Results follow in this order: ERAP1 inh	PglD inh	FN deposit inh	LGR2 antag	PGC1a acetyl inh	EWS-Fli block	S100A4 inh HTS	PAX8 inh HTS
Cc1cc(NC(=O)c2ccc(C#N)cc2)n(-c2ccccc2)n1
    ·	-1.0	-18.6	-0.1	·	0.7	2.2	-11.3
CC(NC(=O)C1CCN(S(=O)(=O)c2cc([N+](=O)[O-])ccc2Cl)CC1)c1ccccc1 (centres undefined)
    -3.2	·	0.9	20.6	·	11.0	-0.4	2.1
CCCOc1ccc(F)cc1-c1cc(C(=O)Nc2ccc(OC)cc2C)[nH]n1
    -1.7	-1.5	8.6	6.3	-15.7	-1.5	-1.8	5.4
C[C@H]1CCCCO[C@@H](CN(C)C(=O)Nc2ccccc2)[C@@H](C)CN([C@@H](C)CO)C(=O)c2cc(NC(=O)NC3CCCCC3)ccc2O1
    -2.1	7.9	7.6	62.9*	5.0	-4.8	-5.1	24.3
O=c1cc(-c2ccccc2)nc2cc(-c3ccc(Br)cc3)[nH]n12
    0.2	-3.7	-2.2	0.5	-2.2	-49.3	1.6	-10.0
O=C(Nc1ccccc1)C1(c2ccccc2)CC1(Cl)Cl (centres undefined)
    ·	-0.6	4.7	·	-10.9	·	·	4.2
Cn1c(=O)c2c(ncn2CCC(=O)N/N=C/c2ccncc2)n(C)c1=O
    ·	·	-1.3	15.6	·	-1.4	0.1	8.1
Cc1ccc(CNC(=O)c2ccc(N3CCC4(CC3)CC(c3ccccc3)=NO4)c(NC(=O)c3ccc(Br)cc3)c2)cc1
    -2.1	-0.3	-49.4	2.5	·	-0.4	-0.4	8.3
CN(C)c1ccc2c(c1)[C@H]1C[C@H](CC(=O)NC3CCCC3)O[C@H](CO)[C@H]1O2
    2.3	-1.6	7.5	-3.3	-19.3	-4.6	3.5	3.1
Cc1ccc(NC(=O)C2=NNC(=O)CC2)cc1F
    ·	·	0.0	-2.3	·	-49.0	-2.9	-0.2
COc1ccc(CN2C(=O)CN(S(C)(=O)=O)CC2(C)C(=O)Nc2ccc3c(c2)OCCO3)cc1OC (centres undefined)
    -1.5	·	-4.1	-8.3	·	-8.3	6.0	-8.0
Cc1noc(NS(=O)(=O)c2ccc(N/C=C\C(=O)c3ccc(Br)cc3)cc2)c1C
    7.2	·	8.0	-31.3	2.6	5.5	3.6	-21.1
COCC(=O)N1CC[C@@H]2[C@@H](CO)Nc3ccc(-c4cccc(C(=O)N(C)C)c4)cc3[C@@H]21
    ·	0.0	-1.2	-25.6	8.8	-19.4	·	-18.1
O=C(c1cc(C(=O)N2CCN(c3ccc(F)cc3)CC2)cc([N+](=O)[O-])c1)N1CCN(c2ccc(F)cc2)CC1
    0.1	-1.2	-11.1	16.4	·	25.9	-3.8	39.1
Cn1c(=O)c2c(nc(N/N=C/c3cccnc3)n2Cc2ccc(F)cc2)n(C)c1=O
    ·	·	-6.3	-7.8	·	-2.6	-1.6	6.8
COc1cccc(/C=N/NC(=O)CNC(=O)C2COc3ccccc3O2)c1O (centres undefined)
    -0.3	·	11.0	7.6	·	-12.8	-1.3	33.9
CCOc1ccc(CN(C(=O)c2cc3ccccc3oc2=O)C2CCS(=O)(=O)C2)cc1 (centres undefined)
    -1.0	·	-2.8	-41.2	-1.1	-103.7	-1.6	-48.7
CCOc1ccc(COC(=O)C2CC(=O)N(CCc3ccccc3)C2)cc1OC (centres undefined)
    0.6	3.0	·	5.8	5.9	-10.7	5.5	-2.6
Cc1ccc(S(=O)(=O)N2[C@@H](c3ccccc3)C(C(=O)O)=CC[C@H]2c2ccc(C(C)C)cc2)cc1
    19.9	1.1	4.1	·	·	-3.8	5.6	-17.4
O=C(Nc1ccccc1F)N[C@H]1C=C[C@@H](CC(=O)N2CCCCC2)O[C@@H]1CO
    0.0	2.0	-8.7	-7.3	-17.0	-2.6	3.9	-6.6
Cc1ccc(C(=O)NCC(=O)Nc2ccc3c(c2)CCC3)cc1C
    1.0	4.7	-10.1	4.6	-12.2	-0.4	1.6	·
COc1cc(NC(=S)N2CCOCC2)c(OC)cc1Cl
    ·	8.1	-3.9	-16.0	1.2	-2.4	0.9	-5.1
COc1ccc(NC(=O)Nc2ccc3c(c2)C(=O)N([C@H](C)CO)C[C@H](C)[C@H](CN(C)Cc2ccc4c(c2)OCO4)OCCCC[C@@H](C)O3)cc1
    2.9	0.6	·	-4.1	4.1	-1.2	5.1	-9.3
O=[N+]([O-])c1cccnc1Sc1n[nH]c(-c2ccc(Cl)cc2)n1
    -2.0	·	-2.0	-46.9	·	-44.2	-4.6	-13.8
CCCCCCCCCCCCN1[C@@H](CC(=O)OC)c2cc(F)cc(F)c2S1(=O)=O
    ·	1.7	5.5	-5.0	8.6	2.3	·	8.4
CC1CN(CCN2CC(C)N(C=O)CC2C)C(C)CN1C=O (centres undefined)
    -1.7	-0.2	2.1	-8.8	·	11.3	9.3	14.0
O=c1nc(NCc2ccccc2Cl)cn[nH]1
    0.5	1.1	·	6.3	5.1	3.5	20.4	·
CN(C(=O)COC(=O)c1ccc2c(c1)OCCO2)C1CCCCC1
    -1.4	-5.0	-3.4	2.4	0.7	-2.1	-2.0	·
CCCNC(=O)N1C[C@H]2[C@@H](c3ccccc31)[C@H](CO)N2C(=O)Cc1ccccn1
    ·	-2.0	·	-10.5	3.5	1.9	·	-1.2
c1ccc2c(OCCCCN3CCOCC3)cccc2c1
    -2.5	-2.2	0.0	-5.4	·	-6.7	-5.0	33.3
O=C(C[C@H]1CC[C@@H](NS(=O)(=O)c2ccccc2)[C@@H](CO)O1)NCc1ccccc1F
    -2.4	2.1	·	8.2	-49.1	0.8	-2.6	3.0
c1ccc2c(Nc3nc(N4CCOCC4)c4ccccc4n3)cccc2c1
    -4.1	·	7.4	7.7	·	17.6	0.8	23.6
CCOC(=O)C(NC(C)=O)(Nc1ccc(S(=O)(=O)Nc2nccs2)cc1)C(F)(F)F (centres undefined)
    ·	-2.2	-0.7	·	-4.5	·	·	15.7
Cc1cc(=O)oc(C)c1C(=O)Nc1cccc(F)c1
    0.1	-1.2	5.0	-0.8	0.9	1.3	1.1	-2.7

An unsorted share of the library, and some 2.1% of all compounds hit somewhere here.
